M17LAP inhibition: P. falciparum M17LAP inhibitors, primary screen, biochemical, fluorogenic H-Leu-NHMec substrate, 1536-well (AID 1619) | 0.38% of 220,000 active | recombinant M17LAP, H-Leu-NHMec fluorogenic kinetic assay; higher % means a stronger effect | inhibition, % at 30 µM, or IC50 in µM where a hit was titrated;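 active means compound inhibiting the enzyme by more than half at any dose during confirmatory dose-response retesting; inconclusive means strong single-dose inhibitors picked by rank but not retested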;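 further: plate controls were full reaction with DMSO carrier for no effect and no enzyme background for full effect; strong numbers were not always called active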
Siah-1 displacement: Siah-1 peptide-binding antagonists, primary screen, biochemical, fluorescence polarization, rhodamine-plectin, uHTS (AID 1817); Siah-1 / rhodamine-plectin peptide fluorescence polarization; higher % means a stronger effect; displacement, % at 20 µM, or IC50 in µM where a hit was titrated; 0.02% of 290,000 active;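 active means displacement of at least 50% at 20 µM, with a fluorescence ratio check between 0.3 and a set limit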;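 further: plate controls were Siah plus tracer with DMSO for no effect and tracer alone without Siah for full effect; strong numbers were not always called active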
Lipid droplet: hepatic lipid droplet formation modulation | AID 1656 | inhibition, % at 6.5 µM | 0.4% of 240,000 active | AML12 mouse hepatocytes, oleate lipid droplets, BODIPY imaging;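 active means lipid droplet intensity inhibited by at least 50%, with more than 500 cells counted; inconclusive means wells with under 300 cells, treated as cytotoxic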
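Test system: AML12 mouse liver cells; schedule: overnight exposure; technique: high-content imaging of BODIPY-stained droplets and DAPI nuclei; read-out: % inhibition of corrected integrated BODIPY droplet signal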
M1AAP inhibition: P. falciparum M1AAP inhibitors, biochemical, fluorogenic H-Leu-NHMec substrate, 1536-well (AID 1445) | recombinant M1AAP, H-Leu-NHMec fluorogenic kinetic assay; higher % means a stronger effect | 0.42% of 220,000 active | inhibition, % at 30 µM, or IC50 in µM where a hit was titrated;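 active means primary inhibition above the hit cutoff, then over 50% inhibition at one or more dose response concentrations, cut at about 23% in these data, passing the limit was not always enough; inconclusive means conflicting primary data, or primary hits not chosen for dose response; inactive means low primary inhibition, or under 50% at every dose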;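 further: plate controls were DMSO full reaction for no effect and no enzyme background for full effect; strong numbers were not always called active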
XIAP displacement: small molecules displacing peptide from XIAP – biochemical, IAP family, fluorescence polarization (AID 1018); 0.007% of 200,000 active; one-dose displacement, % at 20 µM; IC50 in µM for titrated hits; XIAP BIR domain, fluorescence polarization peptide displacement; higher % means a stronger effect; in the data active means displacement above about 50%; further: a part of the inactive calls stands beside numbers as strong as those of hits
ER stress rescue: protection against thapsigargin-triggered cell killing – 384-well, CSM14.1, ATP luminescence, primary screen (AID 1222) | CSM14.1 thapsigargin-induced death rescue, ATP luminescence; higher % means a stronger effect | one-dose cellular ATP content (survival), % at 20 µM; EC50 in µM for titrated hits | 190,000 tested, under 10 active;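 active means EC50 below 50 µM in the dose-response confirmation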;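 further: death triggered by thapsigargin at about 15 µM added after 2 h compound pretreatment; cell ATP read after overnight thapsigargin exposure of roughly 18 to 22 hours; normalized against plate controls of thapsigargin alone and 5% DMSO vehicle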
HEK293 NOD2/NF-kB: NOD2 signaling inhibitors, cell-based, luminescence, uHTS, HEK293 (AID 1566); inhibition, % at 4 µM; hits with a dose series show EC50 in µM; 0.63% of 290,000 active; HEK293 NOD2/NF-kB luciferase reporter, luminescence; higher % means a stronger effect; further: many of its hits are not listed in these tables
AID2073: disruptors of CaV2.2 binding to Mint1 – biochemical, HTRF (AID 2073) | 0.19% of 290,000 active | HTRF protein-protein interaction, Mint1-CaV2.2; higher % means a stronger effect | inhibition, % at 20 µM, or IC50 in µM where a hit was titrated; in the data active means inhibition mostly above about 51%, no sharp cut-off; inconclusive means no clear call, values can overlap the other calls; inactive means mostly below about 53%; further: some results filed as inactive read as strong as hits
LYP phosphatase: PTPN22 lymphoid phosphatase activity blockers – biochemical, fluorescence intensity, uHTS (AID 1779). recombinant LYP phosphatase, fluorescence intensity; higher % means a stronger effect. one-dose inhibition, % at 11.5 µM; IC50 in µM for titrated hits. 0.054% of 290,000 active;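 further: plate controls were vehicle with enzyme for no effect and no enzyme for full effect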
Lipid droplet cells 6.5 µM: second read-out of Lipid droplet, no call of its own (marks repeat the call); cell count; measured here: cell count, cytotoxicity flag;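 cells counted across two imaged fields per well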
Numbers without * were called inactive; ? = inconclusive; . = no result given. Unless noted, no stated cut-off is given here; in the data, active means inhibition above about 50%; inactive means the rest. A portion of the library (hit frequency here may not be typical).

Order of results: M17LAP inhibition | Siah-1 displacement | Lipid droplet | Lipid droplet cells 6.5 µM | M1AAP inhibition | XIAP displacement | ER stress rescue | HEK293 NOD2/NF-kB | AID2073 | LYP phosphatase
1: CCOc1ccc(N(CC(=O)NC2CCCCC2)C(=O)Cn2nnc(-c3ccc(C)o3)n2)cc1
→ . | -1% | -4 | 694 | . | . | . | -2% | 10% | -2%
2: COc1cc([N+](=O)[O-])cc(/C=N/NC(=O)C(C)Nc2cccc3ccccc23)c1O (stereo not drawn)
→ 8% | -6% | 8 | 684 | -6% | -5.7% | -1.2% | 24% | -9% | 7%
3: O=C(NN=C1c2ccccc2-c2ccccc21)c1cccc(Br)c1
→ -15% | 3% | -9 | 656 | 2% | -4.5% | 0.7% | . | 20% | 3%
4: C#CCNC(=O)C1=C[C@H](c2ccc(C(F)(F)F)cc2)C[C@H](OCCCCO)O1
→ 1% | 5% | -35 | 569 | 4% | -5.5% | 3.2% | 0% | 0% | -3%
5: Fc1ccc(Cn2ccc(-c3cnc(-c4ccccc4)s3)n2)cc1
→ -8% | 1% | 7 | 794 | 12% | -6.9% | -0.5% | -30% | 1% | -15%
6: COc1ccccc1NC(=O)C1CCN(C(=O)C2CC(=O)N(c3ccc(C)cc3)C2)CC1 (stereo not drawn)
→ . | 3% | 6 | 839 | . | . | . | -3% | 4% | 0%
7: Cc1ccc(-n2c(=O)cc(N3CCN(Cc4ccccc4)CC3)[nH]c2=O)cc1
→ 3% | 2% | 6 | 647 | 4% | -4.6% | -1.1% | 11% | -2% | -3%
8: O=C(O)c1cccc(S(=O)(=O)Nc2ccccc2-c2ccccc2)c1
→ 15% | 7% | 8 | 715 | 10% | -4.3% | 2.0% | 18% | 15% | -4%
9: COc1ccc(C(=O)N/N=C(\C)CC(=O)Nc2ccc(N(C)C)cc2)c(OC)c1
→ . | 2% | -26 | 779 | . | . | . | 6% | 7% | 1%
10: N#CC1=C(Nc2ccccc2Cl)SC(c2ccccc2O)NC1=O (stereo not drawn)
→ -6% | -3% | 3 | 849 | -5% | . | . | 17% | 25% | -2%
11: CN(CC(=O)NCCc1ccc(F)cc1)Cc1cccs1
→ 18% | 15% | ? | . | -2% | -3.6% | -1.2% | -6% | -1% | -7%
12: CN(C1CCCCC1)S(=O)(=O)c1ccc(S(=O)(=O)N2CCN(CCC#N)CC2)cc1
→ 0% | 0% | 1 | 639 | 6% | -4.7% | . | 10% | -7% | -3%
13: O=c1c2ccccc2oc2nc(-c3ccco3)n(-c3ccccc3)c(=O)c12
→ -1% | 3% | 1 | 628 | 6% | -2.6% | -2.6% | -22% | -2% | 1%
14: O=C(NCc1c(O)ccc2ccccc12)c1ccccc1
→ . | -4% | -38 | 852 | . | . | . | 12% | 6% | -6%
15: COc1ccccc1CNC(=O)CCC(=O)Nc1nnc(C(C)C)s1
→ -12% | -1% | . | . | -3% | -5.3% | 0.6% | 18% | -2% | -4%
16: CSCCC(NS(=O)(=O)c1ccc2c(c1)OCCO2)C(=O)N(C)Cc1ccc(C)cc1 (stereo not drawn)
→ . | 13% | -28 | 671 | . | . | . | 8% | -1% | -2%
17: O=C(CN1CCN(Cc2ccccc2)CC1)Nc1ccc(Br)cc1
→ . | -1% | 1 | 754 | . | . | . | 0% | 2% | -7%
18: COCCNC(=O)/C(C#N)=C/c1cn(CC(=O)NCc2ccco2)c2ccccc12
→ -3% | 3% | -9 | 657 | 2% | -20% | -0.8% | 11% | -5% | -6%
19: CCCCC(c1nnnn1CC1CCCO1)N1CCN(c2nc3ccccc3s2)CC1 (stereo not drawn)
→ -3% | 0% | . | . | 16% | 1.5% | 2.1% | 5% | -6% | -8%
20: Cc1nc2ccc([N+](=O)[O-])cc2c(=O)n1Cc1ccccc1Br
→ . | 6% | -13 | 796 | . | . | . | 4% | 7% | -8%
21: O=C(c1cc2ccc([N+](=O)[O-])cc2oc1=O)N1CCOCC1
→ 5% | -2% | 3 | 722 | 0% | -7.6% | -1.2% | 15% | 0% | -2%
22: CC(C)c1[nH]nc2c1C1(CCN(Cc3ccccc3)CC1)C(C#N)=C(N)O2
→ 30% | -3% | -16 | 731 | 1% | -2.8% | -2.5% | 13% | 8% | -13%
23: Cc1cc(C)nc(NS(=O)(=O)c2ccc(NC(=S)NC(=O)C(C)C)cc2)n1
→ 10% | -1% | -6 | 705 | 1% | -1.3% | 2.6% | 22% | 6% | -2%
24: CC(C)c1nc2ccc(Br)cn2c1NC1CCCC1
→ -1% | 9% | 1 | 747 | 6% | 9.4% | 1.5% | 15% | -8% | -11%
25: O=C(COC(=O)c1cc(S(=O)(=O)N2CCCCC2)ccc1N1CCOCC1)NC1CCS(=O)(=O)C1 (stereo not drawn)
→ -1% | 2% | -6 | 682 | 3% | -5.7% | 1.2% | 9% | 7% | -3%
26: CCOC(=O)C1CCCN(C(=O)CNS(=O)(=O)c2ccc(Br)s2)C1 (stereo not drawn)
→ -8% | -2% | -8 | 759 | 2% | -21% | 1.0% | 2% | -5% | -10%
27: CC1(C)CC(CCNC(=O)c2ccc(-n3cnnn3)cc2)CC(C)(C)N1
→ -2% | 2% | . | . | 6% | 2.6% | 2.0% | 8% | -3% | -4%
28: O=S(=O)(c1ccccc1)c1ccc(NCc2ccco2)cc1
→ -8% | 0% | . | . | 2% | -9.3% | -1.0% | 0% | ? | -8%
29: O=[N+]([O-])c1ccc(N2CCN(c3ccccc3Cl)CC2)cn1
→ . | -4% | -15 | 730 | . | . | . | 0% | 7% | 0%
30: Cc1nnc(SCC(=O)N2CCN(S(=O)(=O)c3ccc(Cl)cc3)CC2)[nH]c1=O
→ -12% | 3% | . | . | 7% | -1.9% | 2.2% | -2% | 19% | -11%
31: Cc1ccc(S(=O)(=O)NCCCNC(=O)N2CCOCC2)cc1
→ -1% | -6% | -15 | 759 | -1% | -1.4% | 5.7% | 13% | -5% | -4%
32: Cn1c(Cn2c(=O)sc3ccccc32)nnc1SCC(=O)NC1CCCCC1
→ -4% | 25% | -39 | 707 | 2% | 1.0% | 0.3% | 22% | 6% | 2%
33: O=C(NNc1c([N+](=O)[O-])cc(C(F)(F)F)cc1[N+](=O)[O-])c1ccco1
→ . | -5% | -11 | 780 | . | . | . | 24% | -31% | -8%
34: CN=C1S/C(=C\c2c(OC)cc(OC)cc2OC)C(=O)N1C
→ . | -2% | -14 | 709 | . | . | . | 8% | 5% | -12%
35: Oc1ccc(Br)cc1-c1cc(-c2ccccc2)n[nH]1
→ 14% | -3% | -13 | 763 | 9% | -8.3% | -0.3% | -4% | 13% | 1%
36: Cc1nc2ccc(NC(=O)CCS(=O)(=O)c3ccccc3)cc2s1
→ 3% | -4% | 8 | 652 | -1% | -3.4% | -2.9% | . | -13% | -5%
37: Cc1cc(C(=O)CSc2nc(N)cc(=O)[nH]2)c(C)n1CCc1ccc(F)cc1
→ 5% | -1% | . | . | 1% | -26% | -0.2% | 10% | 5% | -2%
38: O=S1(=O)NC2CCCCCN2c2ccc(F)cc21 (stereo not drawn)
→ -13% | 1% | . | . | -2% | -0.3% | -0.8% | 2% | 3% | -4%
39: COc1ccc(CCC(=O)Nc2c(C)n(C)n(-c3ccccc3)c2=O)cc1
→ -5% | 2% | -26 | 742 | 8% | -6.5% | -2.6% | 10% | 2% | -8%
40: O=C(COc1ncnc2ccccc12)Nc1cc(S(=O)(=O)N2CCOCC2)ccc1Cl
→ -1% | 1% | 16 | 752 | 1% | . | . | 7% | -7% | -12%

(further entries)
nr	compound	M17LAP inhibition	Siah-1 displacement	Lipid droplet	Lipid droplet cells 6.5 µM	M1AAP inhibition	XIAP displacement	ER stress rescue	HEK293 NOD2/NF-kB	AID2073	LYP phosphatase
41	Cc1c(N=C2N=C(NC(=O)c3cccs3)c3ccccc32)c(=O)n(-c2ccccc2)n1C	5%	7%	16	661	12%	-2.0%	2.1%	31%	43%	4%
42	O=S1(=O)C=C(Oc2ccc3ccccc3c2)c2ccccc21	-9%	-5%	.	.	7%	-5.1%	3.0%	-37%	-6%	0%
43	COC(=O)Cc1c(C)nc2nc(NCc3ccccc3OC)[nH]n2c1=O	21%	5%	.	.	8%	-2.1%	-0.7%	10%	-9%	-6%
44	CC(=O)c1cnc(SCc2ccc(Cl)cc2)nc1C	3%	2%	10	656	-1%	-4.5%	-1.2%	0%	1%	-3%
45	O=C(NCCCN1CCOCC1)c1sc2ccccc2c1Cl	1%	14%	-8	740	4%	-5.8%	1.2%	-17%	10%	-6%
46	Clc1ccc(Nc2ncn[nH]2)cc1	1.5µM*	-1%	.	.	-4%	-4.6%	-0.4%	5%	0%	-11%
47	COC(CNC(=O)c1ccc2c(=O)n(Cc3ccc(Cl)cc3)c(=S)[nH]c2c1)OC	.	2%	14	851	.	.	.	12%	-13%	-7%
48	O=C(CCl)N=c1sccn1Cc1ccc(Cl)cc1Cl	-11%	3%	?	.	13%	-6.4%	-3.5%	-9%	-1%	-3%
49	C/C(=N/OC(=O)c1c(-c2c(Cl)cccc2Cl)noc1C)c1cnccn1	3%	1%	-5	670	1%	-8.7%	0.1%	15%	5%	-5%
50	CC1CN=C(NC(=O)c2cccc([N+](=O)[O-])c2)S1 (stereo not drawn)	.	1%	12	816	.	.	.	-66%	12%	-5%

Fetched by structure from the list above, 3 records:
nr	compound	M17LAP inhibition	Siah-1 displacement	Lipid droplet	Lipid droplet cells 6.5 µM	M1AAP inhibition	XIAP displacement	ER stress rescue	HEK293 NOD2/NF-kB	AID2073	LYP phosphatase
42	O=S1(=O)C=C(Oc2ccc3ccccc3c2)c2ccccc21	-9%	-5%	.	.	7%	-5.1%	3.0%	-37%	-6%	0%
49	C/C(=N/OC(=O)c1c(-c2c(Cl)cccc2Cl)noc1C)c1cnccn1	3%	1%	-5	670	1%	-8.7%	0.1%	15%	5%	-5%
50	CC1CN=C(NC(=O)c2cccc([N+](=O)[O-])c2)S1 (stereo not drawn)	.	1%	12	816	.	.	.	-66%	12%	-5%

From PubChem
